Source: PubChem BioAssay (several laboratories)
IMP-1 inhibitor = inhibitors of Pseudomonas aeruginosa IMP-1 metallo-beta-lactamase | purified IMP-1, nitrocefin hydrolysis, epi-absorbance fluorescence | inhibition, % at 5.6 µM | AID 1556 | 290,000 compounds, 0.45% hits;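 active = inhibition above the mean plus 3 SD of all compounds in the same screening run, cut at about 4.5% in these data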;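 also: 0% = IMP-1 with DMSO and 100% = DMSO wells lacking enzyme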
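System: purified IMP-1 / Input: IMP-1 dispensed at 0.2 nM / Medium: 50 mM HEPES pH 7.1, 50 µM ZnSO4, 0.05% Brij 35 / Timing: 15 min enzyme–compound preincubation, then 25 min nitrocefin reaction, 25 °C / Technique: plate fluorescence quenching by hydrolysis product, ex 480/em 530 nm / Repeats: singlicate testing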
HCV NS3 hel inh = blocks Hepatitis C virus NS3 helicase unwinding | NS3 helicase DNA unwinding, Cy5 molecular beacon fluorescence | inhibition, % at 10.9 µM | 290,000 compounds, 0.56% hits;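 active = inhibition above the mean of all tested compounds plus 3 SD, set per campaign, cut at about 35% in these data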;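 also: 0% = DMSO wells and 100% = thioflavine S control wells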
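Measured by: Cy5 fluorescence, 0 and 60 min reads / Assay system: NS3 helicase fragment of HCV / Control set: low DMSO, high thioflavine S at 110 µM / Times: 1 h reaction at 25 °C, ATP-initiated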
DNA FID counter = displaces DNA intercalator in HCV helicase counter-screen; DNA fluorescent intercalator displacement, fluorescence; inhibition, % at 7.9 µM; 290,000 compounds, 0.17% hits; in the data active = inhibition above about 37%;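 also: 0% = vehicle and 100% = reference compound; higher means more ethidium bromide displaced from hairpin DNA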
VIM-2 inhibitor = blocks Pseudomonas aeruginosa VIM-2 metallo-beta-lactamase; purified VIM-2, nitrocefin hydrolysis, epi-absorbance fluorescence; inhibition, % at 5.6 µM; 290,000 compounds, 0.89% hits; AID 1527;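 active = inhibition above the mean of all tested compounds plus 3 SD, cutoff set per screening run, cut at about 7.5% in these data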;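 also: red hydrolysis product quenches plate fluorescence so inhibitors raise well fluorescence; 0% = enzyme with DMSO and 100% = DMSO without enzyme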
GalR3 antagonist = human GalR3 antagonism | O60755 | HEK293 GalR3-CNG cAMP membrane potential fluorescence; galR3 body fused to GalR1 C-terminus | inhibition, % at 3 µM | 360,000 compounds, 0.44% hits;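 active = inhibition above the screen-wide average plus 3 SD, cut at about 13% in these data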;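 also: forskolin and galanin both at EC90 stimulate the cells; cAMP rise reported by CNG channel membrane potential dye signal; 0% = forskolin plus galanin with DMSO and 100% = forskolin alone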
Target sequence (O60755 1-299 limits assumed): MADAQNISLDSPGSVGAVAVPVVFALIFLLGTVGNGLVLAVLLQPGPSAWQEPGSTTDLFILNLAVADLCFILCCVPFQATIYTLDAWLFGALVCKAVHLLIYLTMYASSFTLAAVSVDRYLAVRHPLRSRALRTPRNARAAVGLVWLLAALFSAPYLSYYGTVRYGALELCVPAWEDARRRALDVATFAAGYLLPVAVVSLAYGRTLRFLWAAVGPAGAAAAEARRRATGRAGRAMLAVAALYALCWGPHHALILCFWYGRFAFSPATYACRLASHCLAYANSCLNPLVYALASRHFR
GPR7 antag = blocks human GPR7 receptor signaling | AID 1861 | inhibition, % at 4.4 µM | 290,000 compounds, 1.1% hits | GPR7-expressing cells, fluorescence antagonist assay | P48145; in the data active = inhibition above about 16%, passing the limit was not always enough;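 also: cells stimulated with the agonist NPW; 0% = agonist with vehicle and 100% = vehicle without agonist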
Target sequence (P48145 whole entry, looked up): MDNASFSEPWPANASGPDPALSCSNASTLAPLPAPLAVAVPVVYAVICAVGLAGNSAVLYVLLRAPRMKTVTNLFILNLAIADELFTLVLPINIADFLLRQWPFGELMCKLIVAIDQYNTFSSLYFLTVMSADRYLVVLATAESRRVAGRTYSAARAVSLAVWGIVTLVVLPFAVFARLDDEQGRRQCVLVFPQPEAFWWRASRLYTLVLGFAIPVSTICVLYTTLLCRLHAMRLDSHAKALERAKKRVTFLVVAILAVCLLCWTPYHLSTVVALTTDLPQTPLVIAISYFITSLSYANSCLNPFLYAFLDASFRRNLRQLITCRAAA
PHOSPHO1 inh = blocks human PHOSPHO1 phosphatase activity; recombinant PHOSPHO1, absorbance phosphatase assay; inhibition, % at 13.3 µM; 290,000 compounds, 1.1% hits; Q8TCT1; in the data active = inhibition above about 60%
Target sequence (Q8TCT1 whole entry, looked up): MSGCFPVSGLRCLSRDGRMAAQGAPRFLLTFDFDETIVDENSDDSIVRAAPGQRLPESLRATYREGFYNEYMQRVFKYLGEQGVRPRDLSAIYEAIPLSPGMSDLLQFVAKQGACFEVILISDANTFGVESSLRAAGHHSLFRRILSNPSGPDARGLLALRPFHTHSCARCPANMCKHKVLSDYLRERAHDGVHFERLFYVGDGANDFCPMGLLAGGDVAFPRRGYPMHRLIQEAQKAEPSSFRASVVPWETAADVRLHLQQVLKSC
OXTR agonist = agonists of human oxytocin receptor; P30559; CHO-OTR cells, Fluo-8 calcium fluorescence; normalized: DMSO 0%, oxytocin 100%; activation, % at 3 µM; 320,000 compounds, 0.32% hits;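 active = activation above the mean of all tested compounds plus 3 SD, cutoff set per screening run, cut at about 20% in these data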;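 also: peak over basal fluorescence ratio from a 100 s FLIPR kinetic read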
V1aR counter = activates human V1a receptor in oxytocin agonist counter-screen; 320,000 compounds, 0.25% hits; AID 2797; CHO-V1R cells, Fluo-8 calcium fluorescence, agonist mode; 0% DMSO, 100% 3 nM vasopressin; P37288; activation, % at 3 µM;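 active = activation above the mean activation of all tested compounds plus 3 SD, per screening run, cut at about 20% in these data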;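 also: signal is peak over basal fluorescence ratio across a 100 second FLIPR read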
Numbers without * were called inactive; · = not tested or not shown.

SMILES,IMP-1 inhibitor,HCV NS3 hel inh,DNA FID counter,VIM-2 inhibitor,GalR3 antagonist,GPR7 antag,PHOSPHO1 inh,OXTR agonist,V1aR counter
Cc1ccc(NC(=O)N2CCN(c3ncccc3C(F)(F)F)CC2)cc1,-2.3,-3,-34,-1.9,-3,-5,47,-1.4,-0.8
CN(c1ccc(C(=O)NCc2ccncc2)cc1)S(C)(=O)=O,-2.9,10,-8,-5.4,2,-3,27,0.1,1.0
Cn1cccc1C(=O)NS(=O)(=O)c1ccccc1Cl,-0.5,15,5,-0.5,2,2,-35,1.6,0.7
Oc1ccc(-c2nc3ncccn3c2Nc2ccc3c(c2)OCCO3)cc1,-3.1,-10,-2,-4.6,0,-8,13,-0.3,1.1
COC(=O)[C@@]1(Cc2ccc(OC)cc2)[C@H]2c3cc(C(=O)N(C)C)n(Cc4ccc(OC(F)(F)F)cc4)c3C[C@H]2CN1C(=O)c1ccccc1,-0.7,-8,-24,-2.7,·,21,1,-0.4,0.4
O=C(CNc1ccc(F)cc1)N/N=C1\CCc2ccccc21,-2.7,-2,-2,-3.4,-2,1,-2,-0.2,0.1
Nc1nnc(SCC(=O)c2cccc([N+](=O)[O-])c2)s1,-4.3,10,3,-3.3,-1,2,-17,0.0,-0.2
COCC(C)n1c(C)cc(C(=O)CSc2nnc(Nc3ccccc3F)s2)c1C (stereo unspecified),-2.9,-3,-27,-2.7,1,-4,80*,0.7,2.7
CC(=O)c1c(C(C)=O)c(C)n(-c2ccc3ncccc3c2)c1C,-1.9,-1,-1,-5.0,-6,3,32,0.4,0.7
O=C(COC(=O)C1CC1)Nc1ccc(OC(F)F)cc1,-0.8,-2,-3,-3.0,-3,4,14,0.5,-0.2
O=C(C1CCC1)N1CCN(c2ccnc3cc(Cl)ccc23)CC1,-2.6,-15,-12,-2.2,-3,5,14,1.0,3.3
O=C(Cn1nnc2ccccc2c1=O)NC1CCCc2ccccc21 (stereo unspecified),-1.9,1,4,0.7,-10,-5,21,-0.9,-0.5

(next part)
SMILES,IMP-1 inhibitor,HCV NS3 hel inh,DNA FID counter,VIM-2 inhibitor,GalR3 antagonist,GPR7 antag,PHOSPHO1 inh,OXTR agonist,V1aR counter
C=CCN(c1ccccc1)S(=O)(=O)c1cccc(C(=O)O)c1,-2.0,0,-5,-6.7,8,-12,17,0.6,1.7
COc1ccc(OCC(=O)N/N=C/C=C/c2ccccc2)cc1,-2.7,5,-19,-7.6,-5,1,-2,-1.5,0.2
COc1ccc(S(=O)(=O)NCCc2ccco2)cc1OC,-0.2,0,-6,-0.4,3,1,18,-0.2,1.1
COc1ccccc1C(=O)NCC(=O)OCc1ccc(Br)cc1,-1.8,-2,-10,0.3,-4,13,6,-3.6,-1.1
O=C(NCC(c1cccs1)N1CCOCC1)c1ccco1 (stereo unspecified),-2.6,0,-4,0.0,0,-9,-19,0.9,0.5
Cc1cccc(N(Cc2nnc3n2CCCCC3)C(=O)Nc2ccccc2)c1,-1.4,0,-18,-4.5,-4,-2,39,-0.3,0.2
COc1ccc(NC(=O)Nc2ccncc2)c(OC)c1,-0.5,4,-1,0.5,-3,-6,47,0.7,0.3
CN(C)c1ccc(CNC(=O)c2cc(S(=O)(=O)N3CCOCC3)cn2C)cc1,-0.6,7,-10,-1.5,·,1,23,-0.5,0.5
CN(C)c1ccc(/C=C/c2c([N+](=O)[O-])c(=O)n(C)c(=O)n2C)cc1,-3.3,-4,-4,-2.6,-4,-8,32,·,·
CCCCC(=O)Nc1ncc(S(=O)(=O)c2ccc([N+](=O)[O-])cc2)s1,-0.5,4,6,1.6,0,35*,28,16,16
COc1ccc(NC(=O)c2ccccc2NC(=O)COc2ccccc2)cc1,3.2,6,-3,2.9,-4,-7,-16,0.8,0.9
COc1ccc(NC(=O)c2ccccc2NC(=O)CSc2ccc(Cl)cc2)cc1,-0.6,6,3,-1.5,0,-3,7,-1.2,0.5

Next part:
SMILES,IMP-1 inhibitor,HCV NS3 hel inh,DNA FID counter,VIM-2 inhibitor,GalR3 antagonist,GPR7 antag,PHOSPHO1 inh,OXTR agonist,V1aR counter
Cc1ccc2c(COC(=O)c3ccc(C)c(C)c3)cc(=O)oc2c1,-3.9,7,-7,-2.9,-7,-1,48,0.1,1.7
N#CCCOC1(C#CCN2CCCC2)CCCCC1,-2.2,7,-6,-2.2,1,-9,35,1.1,0.1
COc1ccc(N2C(=O)CC(Nc3ccc(C(=O)O)cc3)C2=O)cc1OC (stereo unspecified),-3.4,8,1,-1.6,0,-5,48,0.5,-0.1
O=C(Nc1ccccc1Cl)C1CCCN(c2ncnc3c2nc2n3CCCCC2)C1 (stereo unspecified),-1.8,2,-53,-1.1,-7,-12,38,1.6,2.5
Cc1ccc(C(=O)Oc2csc(=S)n2C(=O)c2ccc(C)cc2)cc1,-5.3,10,0,-3.8,1,-12,56,-0.6,0.4
CC(C)c1ccc(NC(=O)C(c2ccccc2)N2CCC3(CC2)OCCO3)cc1 (stereo unspecified),-2.8,-5,-5,-2.9,-2,-7,4,-1.4,-1.7
CCOC(=O)c1c(OCCO)nn(-c2ccc(Cl)cc2)c1N,-4.4,5,-6,-2.8,-5,6,20,-1.0,0.0
CCOc1ccc(CCNC(=O)COC(=O)c2cccs2)cc1OCC,-2.2,-5,-35,-3.9,-2,-14,27,-0.9,-0.3
COc1ccc(-c2nc3ccc([N+](=O)[O-])cc3o2)cc1,-4.8,13,0,-3.2,-4,-13,11,0.2,1.8
OCCC#Cc1c(-c2ccsc2)sc2ccccc12,1.2,-17,-14,0.8,-4,-6,21,-0.3,0.6
Cc1ccc(NC(=O)N/C=C/c2ccccc2)cc1,0.5,6,0,1.9,-4,-11,53,3.4,0.0
CCOC(=O)N1CCN(S(=O)(=O)N2CCCC(C(=O)NCc3ccc(OC)cc3OC)C2)CC1 (stereo unspecified),-2.5,2,-44,-0.8,2,6,23,-0.7,-0.5

An excerpt of these results, as labelled records:
> COc1ccc(OCC(=O)N/N=C/C=C/c2ccccc2)cc1
  IMP-1 inhibitor: -2.7 | HCV NS3 hel inh: 5 | DNA FID counter: -19 | VIM-2 inhibitor: -7.6 | GalR3 antagonist: -5 | GPR7 antag: 1 | PHOSPHO1 inh: -2 | OXTR agonist: -1.5 | V1aR counter: 0.2
> Cc1ccc(NC(=O)N2CCN(c3ncccc3C(F)(F)F)CC2)cc1
  IMP-1 inhibitor: -2.3 | HCV NS3 hel inh: -3 | DNA FID counter: -34 | VIM-2 inhibitor: -1.9 | GalR3 antagonist: -3 | GPR7 antag: -5 | PHOSPHO1 inh: 47 | OXTR agonist: -1.4 | V1aR counter: -0.8

Carrying on:
SMILES,IMP-1 inhibitor,HCV NS3 hel inh,DNA FID counter,VIM-2 inhibitor,GalR3 antagonist,GPR7 antag,PHOSPHO1 inh,OXTR agonist,V1aR counter
COc1ccc(CNC(=O)CC(C)S(=O)(=O)c2ccc3c(c2)NC(=O)CO3)cc1 (stereo unspecified),-1.9,3,-20,-2.8,-7,5,38,-0.1,1.1
COc1ccc(N(CC(O)CN2C(=O)NC(C)(C)C2=O)S(=O)(=O)c2ccccc2)cc1 (stereo unspecified),-2.4,-1,-13,-4.3,-2,1,2,1.0,0.5
CCOc1ccc(N2C(=O)CC(N3CCN(c4ccc(F)cc4)CC3)C2=O)cc1 (stereo unspecified),-4.1,4,-29,-1.8,-2,-13,24,-0.4,0.1
CC(C)(C)C(=O)/C(=C\c1ccc([N+](=O)[O-])cc1)n1cncn1,-2.3,0,3,-3.4,·,17,-14,0.3,1.1
Cc1[nH][nH]c(=O)c1C=NCc1cccnc1,0.6,2,0,0.1,4,-12,32,0.5,0.7
COC(=O)c1ccccc1NC(=O)NC1CCN(Cc2ccccc2)CC1,-2.8,1,1,-2.1,-7,5,0,2.5,1.2
CCC1CCCCN1Cc1ccc(OC)c(C)c1C (stereo unspecified),-1.6,0,2,-4.3,0,-5,9,-0.3,0.7
Oc1ccc(/C=C/c2nc(-c3ccccc3O)n(-c3ccccc3)n2)cc1,-4.0,-15,-9,-1.3,-5,-20,-5,2.0,2.1
CCCCc1ccc(NC(=O)COc2ccc(C(=O)Nc3ccccc3OCC)cc2)cc1,-1.9,1,0,-0.2,-2,-8,14,0.1,1.3
Cc1ccccc1OC1C(=O)N(CC2CCCO2)C1c1ccc2c(c1)OCO2 (stereo unspecified),-1.3,-5,-28,-4.5,-6,15,48,-0.6,0.3
Cc1c(NC(=O)CSc2nc3ccc(Cl)cc3[nH]2)c(=O)n(-c2ccccc2)n1C,-0.4,-6,-12,-2.2,2,12,26,-1.9,-0.9
COc1ccc(S(=O)(=O)N2CCOC2CNC(=O)C(=O)NCCCN2CCOCC2)cc1OC (stereo unspecified),-4.2,-2,-3,-1.4,-4,-8,4,0.3,0.6

Going on with the list.
SMILES,IMP-1 inhibitor,HCV NS3 hel inh,DNA FID counter,VIM-2 inhibitor,GalR3 antagonist,GPR7 antag,PHOSPHO1 inh,OXTR agonist,V1aR counter
COCC(=O)N(Cc1cc2cccc(C)c2[nH]c1=O)c1ccccc1,-2.9,4,-16,-2.2,-7,-7,·,-0.5,-0.3
Cc1ccc(NC(=O)c2ccc(CSc3ccccn3)cc2)cc1,-2.4,-9,-14,-3.5,-3,-12,24,-1.8,-0.6
COc1cc(/C=C/C(=O)O)cc(S(=O)(=O)NC2CCCC2)c1OC,-1.8,-8,-15,0.1,-3,-16,14,-0.8,-0.4
Cc1ccc(C(=O)Nc2cccc(C(=O)O)c2)cc1S(=O)(=O)N1CCOCC1,-4.6,8,-6,-3.6,-2,-8,3,0.7,1.1
Brc1ccc(-c2nnc(-c3ccccc3Br)o2)cc1,-1.2,-2,-3,-1.4,-1,9,-12,0.0,-0.1
CCOC(=O)c1cc(C)n(-c2c(C)n(C)n(-c3ccccc3)c2=O)c1C,-1.4,-13,-9,-1.5,-5,-1,10,-0.5,0.5
CCOc1cc(CNn2cn[nH]c2=S)cc(Cl)c1OCc1ccccc1F,-5.8,4,-33,-4.9,-1,0,14,-2.5,-0.2
COc1ccc(-c2nc(-c3cccnc3)no2)cc1,-1.7,9,-11,-0.9,-3,-10,27,-1.9,1.1
CC[n+]1cc(C)ccc1/C=C/c1ccc(N(C)C)cc1,-4.6,-2,-33,-0.1,-10,13,1,4.4,4.1
